12-LOX inh: blocks human arachidonate 12S-lipoxygenase; Potency, µM (doses to about 108 µM), for inactives: at the highest dose activity change, negative = inhibition, most hits filed as inhibitors; purified 12hLO, xylenol orange hydroperoxide absorbance; P18054; 580,000 compounds, 1.1% hits; active means well fitted inhibition curve with a large enough effect; inconclusive means small, poorly fitted or top-dose-only effect, or another doubt; inactive means no such curve, though single readings can be large or run the other way
Target sequence (P18054 whole entry, looked up): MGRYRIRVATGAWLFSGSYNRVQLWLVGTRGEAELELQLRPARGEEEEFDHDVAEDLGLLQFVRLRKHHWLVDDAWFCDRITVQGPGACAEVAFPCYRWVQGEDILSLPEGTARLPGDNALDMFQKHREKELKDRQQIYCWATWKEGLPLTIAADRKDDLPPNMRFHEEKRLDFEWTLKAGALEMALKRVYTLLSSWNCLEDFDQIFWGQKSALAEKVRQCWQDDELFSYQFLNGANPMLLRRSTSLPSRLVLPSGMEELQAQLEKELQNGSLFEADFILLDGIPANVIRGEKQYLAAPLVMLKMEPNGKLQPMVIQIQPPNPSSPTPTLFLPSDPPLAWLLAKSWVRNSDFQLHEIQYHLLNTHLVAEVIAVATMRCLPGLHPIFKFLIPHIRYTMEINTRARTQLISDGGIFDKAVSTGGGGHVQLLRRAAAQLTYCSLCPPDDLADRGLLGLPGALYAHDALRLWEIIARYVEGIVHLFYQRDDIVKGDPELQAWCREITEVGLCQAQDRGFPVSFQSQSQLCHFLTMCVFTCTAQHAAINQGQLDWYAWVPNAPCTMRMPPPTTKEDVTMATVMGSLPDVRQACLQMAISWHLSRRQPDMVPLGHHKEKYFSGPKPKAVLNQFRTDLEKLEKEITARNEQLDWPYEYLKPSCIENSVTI
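Purified human 12hLO at 150 nM in 25 mM Hepes, 0.01% Triton X-100, pH 7.0, preincubated 15 min at room temperature with compound. Reaction started with 40 uM arachidonic acid, 30 min at room temperature. Hydroperoxide measured by Fe-xylenol orange, 573/405 nm absorbance ratio.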
* marks the source's active call; other numbers are inactive results; ? = inconclusive; & = joins results of further samples; [ ] = dose if it differs, or a comment. On the % scale 0 is the no-effect control and ±100 the full control effect; potency means the concentration at half of the fitted maximal effect. The list is partial. The share of hits here may be higher or lower than overall.

Cc1cccc(C)c1-n1nnnc1C(c1ccccc1OC(F)(F)F)N1CCC(n2c(=O)[nH]c3ccccc32)CC1 (stereo unspecified)
  12-LOX inh: 1.4%

CN(C)CCNc1ccc([N+](=O)[O-])c2cccnc12
  12-LOX inh: -3.2%

O=C(NCc1cccnc1)[C@H]1CN2CCC1C[C@@H]2Cn1cc(-c2ccc(-c3ccccc3)cc2)nn1 (stereo partly specified)
  12-LOX inh: -1.3%

CC(C)NC(=O)NC[C@H]1C[C@@H]2CCN1C[C@@H]2CN1CCN(c2ncccn2)CC1
  12-LOX inh: 26.6%[176 µM]

O=C1OCCC1Sc1ncccc1Cl (stereo unspecified)
  12-LOX inh: 22.9%

O=C(Nc1ccc(=O)n2c1[C@@H]1C[C@@H](CN(C(=O)NC3CCCCC3)C1)C2)c1ccco1
  12-LOX inh: -5.6%[176 µM]

C/C(=C\c1ccc2c(c1)OCO2)[N+](=O)[O-]
  12-LOX inh: 14.1µM*

COc1ccc(C(=O)CC(c2ccc3c(c2)OCO3)c2c(O)c3ccccc3oc2=O)cc1OC (stereo unspecified)
  12-LOX inh: -27.2%

Fc1ccc(CC2CCOC3(CCNCC3)C2)cc1 (stereo unspecified)
  12-LOX inh: 5.0%

COCCN1CCOC[C@H]2CCNC[C@H]21
  12-LOX inh: 71.2%[activator]

CC(C)CN1Cc2ccccc2-n2ccnc2C12CCN(C(=O)C(C)C)CC2
  12-LOX inh: 9.3%

COc1ccc(NC(=O)N(Cc2ccc3c(c2)OCO3)C2CCN(Cc3ccccc3)CC2)cc1
  12-LOX inh: ?

Cc1ccccc1NC(=O)c1cn(Cc2ccccc2)nn1
  12-LOX inh: ?

CC(C)CN1Cc2ccccc2-n2ccnc2C12CCN(C(=O)c1cccs1)CC2
  12-LOX inh: 17.4%

CCOC(=O)[C@]12Cc3cc(C)ccc3[C@H]1N(CCC(=O)OC)C(=O)c1ccccc12
  12-LOX inh: ?

Cn1nc(C2CCCCC2)cc1[C@H]1CN2CC[C@H]1C[C@@H]2CNC(=O)c1cccs1
  12-LOX inh: 53.9%[activator][176 µM]

CNC1CCOCC1
  12-LOX inh: 3.6%[12.5 µM]

CC1=NOC2(CCN(Cc3ccc(F)cc3)C2)C1 (stereo unspecified)
  12-LOX inh: 67.5%[activator][176 µM]

O=[N+]([O-])c1ccc(N2CCOCC2)c2c1no[n+]2[O-]
  12-LOX inh: -1.5%

CCCCc1cn(C[C@H]2C[C@@H]3CCN2C[C@@H]3C(=O)NCCNC(C)=O)nn1
  12-LOX inh: 1.2%[176 µM]

Cc1cc(OS(C)(=O)=O)c2c3c(c(=O)oc2c1)CCCC3
  12-LOX inh: ?

Cc1nccc(N2CCN(C)C3(CCC(=O)N(C)CC3)C2)n1 (stereo unspecified)
  12-LOX inh: 13.8%

COC(=O)C(O)(c1ccc(N(C)C(=O)O/N=C(/C)Cl)cc1)C(F)(F)F (stereo unspecified)
  12-LOX inh: -26.1%

O=C(C1CCCC1)N1[C@H]2CC[C@@H]1c1cnc(-c3ccc(F)cc3)nc1C2
  12-LOX inh: 12.3%

N#CC1c2ccccc2-n2nncc2CN1C(=O)c1ccc([N+](=O)[O-])o1 (stereo unspecified)
  12-LOX inh: ?

Cc1ncc2c(n1)C[C@@H]1CC[C@H]2N1C(=O)CCCc1ccccc1
  12-LOX inh: 35.7%

CN(C)CCc1c[nH]c2cccc(O)c12
  12-LOX inh: 18.0%[176 µM]

COc1ccc(S(=O)(=O)N2[C@H]3CC[C@@H]2c2cncnc2C3)cc1
  12-LOX inh: -10.9%

O=C1N(c2ccccn2)C[C@H]2CN(Cc3ccccc3)CCN12
  12-LOX inh: 4.2%[176 µM]

COc1ccc(CN(Cc2ccc(OC)cc2)C[C@H]2C[C@@H]3CCN2C[C@@H]3c2cc(C3CCCC3)nn2C)cc1
  12-LOX inh: 8.5%

COC(=O)C1=COC(C)C2CN3CCc4c([nH]c5cc(OC)ccc45)C3CC12 (stereo unspecified)
  12-LOX inh: -12.2%

CSCCCN=C=S
  12-LOX inh: -5.2%[176 µM]

COc1ccccc1CNC(=O)[C@H]1CN2CC[C@H]1C[C@@H]2Cn1cc(-c2ccccn2)nn1
  12-LOX inh: -5.3%[176 µM]

Cc1nc(-c2ccc(F)cc2)cc([C@H]2CN3CC[C@H]2C[C@@H]3CNC(=O)NCc2ccccc2)n1
  12-LOX inh: ?

COc1ccc2c(c1)C1(CCN(C(=O)c3cccc(N(C)C)c3)C1)C(=O)N2C (stereo unspecified)
  12-LOX inh: 31.5%[activator]

COc1ccc(S(=O)(=O)N2C[C@@H]3C[C@H](C2)c2c(-c4cccs4)ccc(=O)n2C3)cc1
  12-LOX inh: ?

COc1cc2c(cc1OCc1ccccc1)N(C(=O)c1c[nH]c3ccccc13)CC21CCN(C)CC1
  12-LOX inh: ?

N#Cc1cccc(NC(=O)NC[C@H]2C[C@@H]3CCN2C[C@@H]3CN2CCN(c3ccccn3)CC2)c1
  12-LOX inh: 7.6%

Cc1nc(-c2ccco2)cc([C@H]2CN3CC[C@H]2C[C@@H]3CNC(=O)c2cccs2)n1
  12-LOX inh: ?

O=C(Nc1ccc([N+](=O)[O-])c(C(F)(F)F)c1)C12CC3CC(CC(C3)C1)C2
  12-LOX inh: ?

Cc1ccc(-n2nc(C)c3c2NC(=O)CSC3c2ccc(F)cc2)cc1Cl (stereo unspecified)
  12-LOX inh: -9.3%

Cc1ccsc1C(=O)C1CCCN(Cc2cccc(F)c2)C1 (stereo unspecified)
  12-LOX inh: 32.9%[activator]

CCOC(=O)[C@]12Cc3cc(OC)ccc3[C@H]1N(CCC(=O)OC)C(=O)c1cc(OC)ccc12
  12-LOX inh: -17.5%

Cc1cccc(CN2C[C@@H]3C[C@H]2C(=O)N(C)c2ccccc2O3)n1
  12-LOX inh: 11.2%[176 µM]

COC(=O)C1C(c2ccc(C)cc2)CC2CCC1N2C (stereo unspecified)
  12-LOX inh: -13.2%

COc1ccc(CN2Cc3cc(-c4ccccc4)ccc3-n3nncc3C2)cc1
  12-LOX inh: -19.5%

Cc1nc2ccccc2c(=O)n1-c1c(Cl)cccc1Cl
  12-LOX inh: 10.1%

Cn1cc(CN2CCN3C(=O)N(Cc4ccccn4)C[C@H]3C2)cn1
  12-LOX inh: 48.2%[activator][176 µM]

CNC(C)CC1CCCCC1 (stereo unspecified)
  12-LOX inh: -23.1%

C#C[C@H]1CN2CC[C@H]1C[C@@H]2CNC(=O)c1ccc2c(c1)OCO2
  12-LOX inh: 138.4%[activator][176 µM]

COCCOCC(=O)N1[C@H]2CC[C@@H]1c1cnc(-c3ccc(F)cc3)nc1C2
  12-LOX inh: 30.2%

Cc1cc(CN2CCCC3(C2)NC(=O)c2ccccc2O3)no1 (stereo unspecified)
  12-LOX inh: -0.9%[176 µM]

Nc1nc(N2CC3CCC(C2)N3CC(F)(F)F)c2[nH]cnc2n1
  12-LOX inh: -4.3%[6.33 µM]

O=C1N(c2ccccn2)C[C@H]2CN(CC3CC3)CCN12
  12-LOX inh: 23.5%[176 µM]

Cc1cc(CN2CCC23Cc2ccccc2NC3=O)no1 (stereo unspecified)
  12-LOX inh: 48.6%[activator][176 µM]

CSCCC(c1nnnn1C1CCCCC1)N1CCC2(CC1)C(=O)NCN2c1ccccc1 (stereo unspecified)
  12-LOX inh: 9.1%

COCCNC(=O)[C@H]1CN2CC[C@H]1C[C@@H]2Cn1cc(CC2CCCCC2)nn1
  12-LOX inh: 2.0%[176 µM]

c1ccc(C2=NOC3(CCCN(Cc4ccsc4)C3)C2)nc1 (stereo unspecified)
  12-LOX inh: 5.5%[6.33 µM]

Cn1cc(C(=O)N2[C@H]3CC[C@@H]2c2cnc(-c4ccccc4)nc2C3)cn1
  12-LOX inh: 29.6%

CC(C)CC(=O)N1CC[C@@H]2COCCN(C)[C@@H]2C1
  12-LOX inh: 72.3%[activator]

O=C(c1cccs1)N1[C@H]2CC[C@@H]1c1cnc(-c3ccc(F)cc3)nc1C2
  12-LOX inh: 30.1%[activator]

CN1CCN(Cc2cccc(OC(F)F)c2)CC1CCO (stereo unspecified)
  12-LOX inh: 10.2%

O=S(=O)(c1cccs1)N1C[C@@H](c2ccc(F)cc2)[C@@H]2[C@H]1C1CCN2CC1
  12-LOX inh: -21.3%

Cc1c(N)nc([C@H](CC(N)=O)NC[C@@H](N)C(N)=O)nc1C(=O)N[C@H](C(=O)N[C@@H](C)[C@H](O)[C@@H](C)C(=O)N[C@@H](C(=O)NCCc1nc(-c2nc(C(=O)NCCC[S+](C)C)cs2)cs1)[C@@H](C)O)C(O[C@H]1O[C@H](CO)[C@H](O)[C@@H](O)[C@@H]1O[C@H]1O[C@H](CO)[C@@H](O)[C@H](OC(N)=O)[C@H]1O)c1cnc[nH]1 (stereo partly specified)
  12-LOX inh: ?

Cc1cc(-c2cc3c(cn2)CN(CC(C)C)CCN3)ccn1
  12-LOX inh: 4.3%[176 µM]

CCC(C)NCCc1ccccc1 (stereo unspecified)
  12-LOX inh: 50.9%[activator]

COCC1CN(Cc2ccncc2)CC12CCNCC2 (stereo unspecified)
  12-LOX inh: 10.9%

CCOC(=O)[C@]12Cc3cc(Cl)ccc3[C@H]1N(C(C)C)C(=O)c1ccccc12
  12-LOX inh: ?

Cc1nc(-c2ccccc2Br)cc([C@H]2CN3CC[C@H]2C[C@@H]3CNC(=O)c2ccc(C(C)(C)C)cc2)n1
  12-LOX inh: ?

COc1cc(OC)cc(C(=O)NCCN2CCC3(CC2)C(=O)NCN3c2ccccc2)c1
  12-LOX inh: 10.7%

CC(C)NC(=O)N1C[C@@H]2C[C@H](C1)c1c(-c3ccccc3F)ccc(=O)n1C2
  12-LOX inh: 4.0%[176 µM]

CCCCC[C@H]1C(=O)O[C@H](C)[C@H](NC(=O)c2cccc(NC=O)c2O)C(=O)O[C@@H](C)[C@@H]1OC(=O)CC(C)C
  12-LOX inh: 0.0%

O=C(NC[C@H]1C[C@@H]2CCN1C[C@@H]2CN1CCCCC1)c1ccc(C(F)(F)F)cc1
  12-LOX inh: 1.1%[176 µM]

O=C(c1ccc(F)cc1)N1C[C@@H]2C[C@H](C1)c1c(/C=C/c3ccc(Cl)cc3)ccc(=O)n1C2
  12-LOX inh: 8.9%

COc1cc2c(cc1Oc1ccccc1)NC(=O)C21CCN(c2ncccn2)CC1
  12-LOX inh: ?

Further records follow.
| Compound | 12-LOX inh |
| --- | --- |
| COC(=O)c1cn(Cc2ccc(F)cc2)c2ccccc12 | -18.4% |
| Cc1ccccc1-c1ccc2c(c1)CNCc1cnnn1-2 | ? |
| CC(C)CCN1CCC2(CC1)CC(c1cccnc1)=NO2 | 80.0%&45.0%[activator][176 µM] |
| FC(F)(F)CN1C2CCC1CN(c1ncnc3sc(Cl)nc13)C2 | 0.3%[6.33 µM] |
| COc1ccc(CCNC2(C#N)CCCCC2)cc1OC | -1.0% |
| COc1ccc(-c2cn(C[C@H]3C[C@@H]4CCN3C[C@@H]4C(=O)NCc3ccccc3)nn2)cc1 | -22.0%[176 µM] |
| CCOC(=O)[C@]12Cc3cc(OC)ccc3[C@H]1N(C(C)C)C(=O)c1ccccc12 | -24.9% |
| Cc1nc(-c2ccc(C(F)(F)F)cc2)cc([C@H]2CN3CC[C@H]2C[C@@H]3CNC(=O)c2ccccc2C(=O)O)n1 | -6.7% |
| COC(=O)[C@H]1[C@H](CO)[C@H]2Cn3c(ccc(Br)c3=O)[C@@H]1N2C(=O)NC(C)C | -8.4% |
| Cc1ncc2c(n1)C[C@@H]1CC[C@H]2N1C(=O)CCc1ccccc1 | 18.2% |
| O=C(c1ccccc1)N1C[C@@H]2C[C@H](C1)c1c(-c3ccccc3F)ccc(=O)n1C2 | 7.2%[176 µM] |
| O=C(NC1CCCCC1)N1Cc2cc(-c3ccccc3)ccc2-n2nncc2C1 | -24.9% |
| Cc1cccc(CCN)c1 | 25.6% |
| Cc1nc(-c2cccs2)cc([C@H]2CN3CC[C@H]2C[C@@H]3CNC(=O)c2ccccc2)n1 | 8.1%[176 µM] |
| COc1ccc(S(=O)(=O)NC[C@H]2C[C@@H]3CCN2C[C@@H]3CN2CCC(Cc3ccccc3)CC2)cc1 | 20µM* |
| O=C(c1cn(Cc2ccc(F)cc2)c2ccccc12)C1CCCCC1 | -12.1% |
